EPAC1 antagonist = antagonists of human EPAC1; 0.14% of 360,000 active; O95398; EPAC1 GEF assay, Rap1b-BODIPY-GDP exchange fluorescence; Potency, µM (series often up to 115 µM), without a hit: top-dose activity change, negative = inhibition, actives largely listed as inhibitors;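 also: potency is read from the fitted curve at half-maximal effect; plate controls were vehicle for no effect and positive control for full effect; nearly all actives have a fitted effect of over 50% in size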
EPAC2 antag = blocks human EPAC2 exchange factor | Q8WZA2 | EPAC2 GEF exchange of Rap1B-BODIPY-GDP, fluorescence | Potency, µM (series often up to 114 µM), inactives show at the top dose activity, negative = inhibition, hits mostly inhibitors | 0.18% of 360,000 active | AID 720708; also: potency is read from the fitted curve at half-maximal effect; % is scaled to controls: 0 for no effect and ±100 for the full control effect; nearly all actives have a fitted effect of over 45% in size; many of its hits are not listed in these tables
PI5P4Ka inh = PI5P4K alpha (human) kinase inhibition. P48426. PI5P4Kalpha enzyme, ADP-Glo luminescence, 60 min; stronger effect = lower value. max response, %. 1.2% of 330,000 active. AID 652105; active = max response of -50% or lower; inconclusive = between -30% and -50%; inactive = -30% or higher; also: value at the top dose of about 77 µM; % is scaled to controls: 0 for no effect and ±100 for the full control effect
Target sequence (P48426 whole entry, looked up): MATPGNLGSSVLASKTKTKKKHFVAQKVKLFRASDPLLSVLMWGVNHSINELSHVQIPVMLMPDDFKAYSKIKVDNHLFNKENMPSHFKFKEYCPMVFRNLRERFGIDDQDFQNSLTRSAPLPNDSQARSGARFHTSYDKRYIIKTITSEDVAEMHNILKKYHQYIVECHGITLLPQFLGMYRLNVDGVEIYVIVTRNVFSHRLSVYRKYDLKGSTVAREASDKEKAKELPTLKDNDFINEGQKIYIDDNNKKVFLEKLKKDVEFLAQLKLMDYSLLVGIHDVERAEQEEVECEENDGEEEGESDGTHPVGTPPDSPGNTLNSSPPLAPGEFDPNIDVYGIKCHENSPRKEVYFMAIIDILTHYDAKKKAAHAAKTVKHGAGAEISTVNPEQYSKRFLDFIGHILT
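ADP-Glo luminescence end-point after a 60 min room-temperature kinase reaction. PI5P4Kalpha and substrate in HEPES pH 7.4 buffer with EGTA, 0.1% CHAPS and 5% DMSO; ATP at 5 microM final.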
CCT modulator = cytosolic chaperonin activity modulation. activity change, % (concentration not given with the values), hits read low. AID 651819. 0.3% of 360,000 active. purified chaperonin ATPase assay, HTRF ADP detection, 30 min; in the data active = activity change below about -30%; also: % is scaled to controls: 0 for no effect and ±100 for the full control effect
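Enzyme 40 or 20 nM (batch-dependent) in Tris pH 7.4/KCl/MgCl2/DTT; cpd 76 uM single point; ATP 10 uM; 30 min 37 °C; Transcreener ADP HTRF detection, 30 min RT; ratio 665/615.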
Mm-Cpn inhibitor = inhibitors of Methanococcus maripaludis chaperonin (MmCpn) | purified Mm-Cpn ATPase, ADP Transcreener TR-FRET | Potency, µM (series often up to 76.9 µM), for inactives: at the highest dose activity, negative = inhibition, usual class: inhibitors | 0.031% of 330,000 active | AID 504842; also: potency is read from the fitted curve at half-maximal effect; % is scaled to controls: 0 for no effect and ±100 for the full control effect; nearly all actives have a fitted effect of over 80% in size
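ATP (10 uM final) was added to archaeal chaperonin (25 nM final) after 10 min exposure to test compound at 37°C; after 30 min further incubation, ADP was detected by competitive TR-FRET.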
WRN inhibitor = inhibitors of human WRN helicase; Q14191; WRN helicase unwinding, fluorescent forked duplex, kinetic; Potency, µM (highest dose often 114 µM), without a hit: top-dose activity change, negative = inhibition, usual class: inhibitors; 0.46% of 360,000 active; AID 651768; also: potency is read from the fitted curve at half-maximal effect; % is scaled to controls: 0 for no effect and ±100 for the full control effect; nearly all actives have a fitted effect of over 55% in size
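Screening of the MLSMR collection measured strand separation of a quenched forked DNA duplex (100 nM) by 20 nM WRN with 2 mM ATP, all final. Compounds were preincubated with enzyme 15 min at room temperature.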
PLK1 PBD inh = inhibitors of human PLK1 polo-box domain binding | Plk1 PBD binding of FITC phosphopeptide, fluorescence polarization | P53350 | Potency, µM, for inactives: max response, negative = inhibition, most hits filed as inhibitors | 2.8% of 360,000 active; also: potency is read from the fitted curve at half-maximal effect; series mostly up to about 57 µM; % is scaled to controls: 0 for no effect and ±100 for the full control effect; nearly all actives have a fitted effect of over 65% in size
Target sequence (P53350 whole entry, looked up, the tested form may be a part): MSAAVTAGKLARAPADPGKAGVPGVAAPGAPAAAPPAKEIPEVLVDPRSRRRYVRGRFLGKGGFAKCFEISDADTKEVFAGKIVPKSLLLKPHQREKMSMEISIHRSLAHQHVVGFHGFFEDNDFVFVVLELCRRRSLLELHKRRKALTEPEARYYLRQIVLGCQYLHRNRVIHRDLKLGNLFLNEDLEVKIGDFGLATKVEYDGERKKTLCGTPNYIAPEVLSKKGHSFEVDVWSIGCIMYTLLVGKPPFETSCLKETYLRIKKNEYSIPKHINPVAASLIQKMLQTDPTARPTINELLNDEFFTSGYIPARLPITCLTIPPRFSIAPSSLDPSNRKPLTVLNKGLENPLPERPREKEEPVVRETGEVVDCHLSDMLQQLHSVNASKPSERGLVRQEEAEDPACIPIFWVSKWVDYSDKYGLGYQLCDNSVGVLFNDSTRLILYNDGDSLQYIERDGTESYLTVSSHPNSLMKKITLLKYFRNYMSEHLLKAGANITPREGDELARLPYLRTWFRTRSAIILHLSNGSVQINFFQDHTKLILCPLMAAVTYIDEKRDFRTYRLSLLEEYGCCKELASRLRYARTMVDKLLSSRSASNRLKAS
EPAC1 ag = EPAC1 (human) agonism; Potency, µM (series often up to 154 µM), for the others: at the highest dose activation, usual class: activators; AID 720707; EPAC1 agonist qHTS, biochemical assay; response scale: 100% = response to 6.5 mM cAMP; 0.073% of 360,000 active; also: potency is read from the fitted curve at half-maximal effect; nearly all actives have a fitted effect of over 60% in size
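Read-out is the fluorescence drop as BODIPY-GDP leaves Rap1B (480 nm excitation, 540 nm emission), recorded every 5 minutes over 30 minutes. Reactions held 100 nM EPAC1, 250 nM Rap1B–BODIPY-GDP and 50 uM GDP, with 6.5 mM cAMP setting full activation.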
* hit, by the source's call; ? = inconclusive; . = no result given; [ ] = another dose, or the depositor's remark. Unless noted, calls follow the shape of the dose curve; as a rule, active = well fitted curve in the direction sought with a large enough effect; inconclusive = small, poorly fitted or top-dose-only effect, or another doubt; inactive = no such curve, though single readings can be large; an effect the other way counts as inactive or inconclusive. Some of the compounds tested (hit frequency here may not be typical).

SMILES	EPAC1 antagonist	EPAC2 antag	PI5P4Ka inh	CCT modulator	Mm-Cpn inhibitor	WRN inhibitor	PLK1 PBD inh	EPAC1 ag
CC(CN1c2ccccc2Sc2ccccc21)N(C)C (centres undefined)	-16%	0%	-5	-0.9	2%	4%	-18%	-12%
CCN1C(=O)N[C@@H](CCc2ccccc2)C(C(=O)OC)=C1C	-6%	-23%	1	0.5	.	3%	0%	2%
Cc1ccc(C)c(C(=O)Nc2c(C(N)=O)oc3ccccc23)c1	-6%	2%	5	-0.5	6%	-4%	0%	-13%
Cc1ccc(NCc2ccc(O)c3ncccc23)cc1	2%	4%	?	0.2	-7%	-27%	2.7µM*	5%
COc1cc(OC)cc(-c2cc3ccc(OC)cc3cn2)c1	-10%	?	5	-3.3	-1%	0%	-2%	-8%
CC(=O)CSc1nc2ccccc2s1	-9%	5%	-11	0.2	0%	8%	27µM*	5%
COCCn1c(SCC(=O)Nc2sc(C)c(C)c2C#N)nnc1-c1ccc(OC)cc1	-5%	0%	.	-1.5	0%	-2%	-3%	3%
O=C(O)CC(NCc1ccco1)C(=O)Nc1cccc(O)c1 (centres undefined)	-4%	3%	-5	0.8	2%	-2%	-2%	4%
CCCCNCC(=O)Nc1ccc(NC(=O)CNCCCC)cc1	6%	8%	2	0.5	-2%	-1%	-4%	-9%
O=C(CN1CCN(Cc2ccccc2)CC1)NCc1ccc(Cl)cc1	2%	1%	-6	-0.3	1%	-23%	-7%	-4%

Entries from the list above that contain an aryl methoxy group:
SMILES	EPAC1 antagonist	EPAC2 antag	PI5P4Ka inh	CCT modulator	Mm-Cpn inhibitor	WRN inhibitor	PLK1 PBD inh	EPAC1 ag
COc1cc(OC)cc(-c2cc3ccc(OC)cc3cn2)c1	-10%	?	5	-3.3	-1%	0%	-2%	-8%
COCCn1c(SCC(=O)Nc2sc(C)c(C)c2C#N)nnc1-c1ccc(OC)cc1	-5%	0%	.	-1.5	0%	-2%	-3%	3%

Next entries
SMILES	EPAC1 antagonist	EPAC2 antag	PI5P4Ka inh	CCT modulator	Mm-Cpn inhibitor	WRN inhibitor	PLK1 PBD inh	EPAC1 ag
O=[N+]([O-])c1ncccc1Oc1nc(-c2cccnc2)nc2ccccc12	10%	3%	-9	-3.2	0%	9%	-14%	10%
Cc1c(Cc2ccccc2)c(=O)oc2cc(OC(C)C(=O)NCC3CCC(C(=O)O)CC3)c(Cl)cc12 (centres undefined)	-17%	6%	7	0.3	2%	8%	-1%	-16%
O=C(c1ccc(C#CC2(O)CCCCC2)cc1)N1CCN(Cc2ccccc2)CC1	-17%	-3%	13	0.3	2%	-2%	-3%	-4%
O=C(NCCc1ccccc1)C1Cc2c(-c3ccccc3Oc3ccccc3)ccnc2O1 (centres undefined)	-18%	-6%	-4	-1.7	.	-6%	-3%	-7%
CS(=O)(=O)c1ccc(Cl)c(NC(=O)c2cccc(Br)c2)c1	-1%	-1%	-3	-0.1	2%	-9%	-12%	3%
CC(=O)Nc1nc(C)nc(-c2ccccc2)c1C(C)=O	-2%	8%	3	0.9	-3%	3%[57.1 µM]	0%	-7%
CC(=O)NC(Cc1ccccc1F)C(=O)NC1CCN(C(=O)NCc2ccccc2)CC1 (centres undefined)	19%	8%	1	-0.7	3%	-1%	4%	-8%
CCCCn1c(-c2ccc(OC)cc2)nc2c(=O)n(C)c(=O)[nH]c21	2%	5%	?	0.6	0%	8%	?	-6%
CC1(C(=O)OCC(=O)Nc2ccccc2Cl)CC1(Cl)Cl (centres undefined)	-11%	-2%	4	3.3	0%	-3%	-11%	-5%
COc1ccc(-n2cnnc2SCC(=O)Nc2cccnc2Cl)cc1	-1%	2%	1	-0.2	-2%	3%	-16%	1%
CN(C(=O)CSc1nnc(N)s1)C1CCCCC1	8%	2%	0	1.1	-4%	2%	-17%	11%
CN(Cc1ccccc1)C(=O)c1oc(=O)c2ccccc2c1-c1ccccc1	-7%	-13%	1	1.5	1%	-2%	1%	0%
O=C(Cn1nc(Cc2cccnc2)c2ccccc2c1=O)NCCCN1CCCC1=O	1%	0%	1	2.5	3%	-2%	-6%	4%
CCc1ccc(N2CN(Cc3ccco3)CNC2=S)cc1	-18%	7%	-3	-0.9	1%	-4%	2%	-6%
COc1ccccc1N1CCN(C2CCCN(S(=O)(=O)c3ccc(C)cc3)C2)CC1 (centres undefined)	-4%	1%	11	1.2	0%	-9%	-5%	1%
CC(OC(=O)c1cc(S(=O)(=O)N(C)c2ccccc2)ccc1Cl)C(=O)Nc1ccc2c(c1)OCCO2 (centres undefined)	-22%	-1%	5	0.6	-1%	-20%	-5%	14%
COc1ccc(C(=O)c2ccccc2)c(OCC(=O)NC2CC2)c1	6%	8%	-8	-0.4	0%	-2%	-5%	-8%
O=C(CCC1CCCCC1)Nc1ccc(S(=O)(=O)Nc2nccs2)cc1	-14%	-3%	.	5.1	-1%	-26%	-13%	4%
COc1ccc(/C(O)=C2/C(=O)C(=O)N(CCCN3CCOCC3)C2c2ccc(OC)cc2)cc1 (centres undefined)	-2%	-1%	-1	-1.3	-1%	3%	-6%	1%
CCCCC(=O)N(c1ccc(C)c(C)c1)C1C=CS(=O)(=O)C1 (centres undefined)	-3%	-2%	.	-2.8	0%	0%	-9%	10%
O=C(COc1cccc2ccccc12)N/N=C/c1ccco1	-12%	-17%	2	-1.1	-1%	-3%	-3%	1%
Cc1nn(-c2ccccc2)c(Cl)c1C1C(C#N)=C(N)Oc2n[nH]c(C)c21 (centres undefined)	-2%	3%	-23	1.0	-4%	1%	24µM*	6%
COc1ccc(C2(CNC(=O)c3cccc([N+](=O)[O-])c3)CCOCC2)cc1OC	-11%	2%	-11	0.4	0%	5%	15µM*	-3%
O=C(NC1CCCC1)c1ccccc1OCc1ccccc1	-7%	-11%	-7	1.0	-1%	-5%	-2%	4%
Cc1ccc(S(=O)(=O)NCC(=O)Nc2cccnc2)cc1C	-2%	9%	-6	1.2	0%	-25%	-2%	6%
CN1CC(C(=O)O)Cc2c1ccc1ccccc21 (centres undefined)	-6%	-9%	-16	-1.2	-4%	-14%	-25%	0%
CNC(=O)c1c(NC(=O)CCS(=O)(=O)c2ccccc2)sc2c1CCN(C(=O)OC)C2	12%	14%	6	1.0	-1%	-1%	-9%	-6%
N#Cc1ccc(CN2CCN(CC(=O)NCCc3ccc(Cl)cc3Cl)CC2)cc1	-22%	-26%	4	0.3	1%	-3%	0%	-1%
C/C(=N/NC(=O)c1ccoc1C)c1cccc(NC(=O)C2CC2)c1	-2%	12%	3	0.6	?	-1%	3%	0%
Clc1ccc(Cn2nnc(-c3ccccc3)n2)cc1	-1%	-2%	9	-2.7	0%	-2%	-19%	6%
Cc1cc(C)n(CC(=O)N/N=C/c2c[nH]c3ccccc23)n1	4%	-4%	0	1.4	2%	10%	-10%	-4%
COc1cccc(CN2CC(C(=O)N(C)Cc3nc(C)cs3)CCC2=O)c1 (centres undefined)	-4%	1%	-1	-31*	1%	-3%[57.1 µM]	-1%	2%
CC(C(=O)O)n1nc2ccccc2n1 (centres undefined)	0%	10%	1	1.0	-3%	1%	-3%	1%
CC(C)NC(=O)C1CCN(C2CCN(C(=O)c3scc4c3CCCC4)CC2)CC1	-7%	2%	0	1.4	-3%	-15%	-3%	7%
Cc1ccc(N2CCN(S(=O)(=O)c3ccc(Cl)s3)CC2C)cc1 (centres undefined)	-2%	0%	8	-2.5	-1%	-4%	2%	9%
O=C(CN1CCN(S(=O)(=O)c2ccc(F)cc2)CC1)Nc1ccccc1C(=O)NC1CC1	3%	9%	-3	4.6	0%	1%	1%	16%
COCCOc1nc2ccccc2nc1C	5%	-5%	3	0.7	1%	-3%	-1%	-2%
CN(C)/C=C1\N=C(c2ccc(Cl)cc2Cl)OC1=O	-3%	5%	.	-0.1	-5%	0%	3%	-5%
O=C(Nc1c(F)c(F)c(F)c(F)c1F)c1ccc(Br)o1	-8%	-6%	3	-2.3	.	8%	-14%	13%
C[C@H](CO)N1C[C@H](C)[C@H](CN(C)Cc2ccccc2)Oc2ncc(Br)cc2C1=O	-15%	-1%	5	0.9	.	-7%	-9%	-1%
Cn1c(SCC(=O)Nc2ccc(F)cc2F)nnc1-c1cccnc1	-16%	5%	0	-2.7	0%	-3%	-10%	-9%
CC(NC(=O)CCSCc1ccccc1F)c1ccccc1 (centres undefined)	-15%	0%	4	0.1	2%	-1%	1%	-11%
CC(C)(C)n1ncc2c(=O)n(CC(=O)Nc3ccc4c(c3)OCO4)cnc21	12%	9%	10	1.6	-1%	-7%	-4%	0%
COC(=O)c1sc(-c2cccs2)cc1NC(=O)/C=C/C(=O)O	-12%	-22%	-15	-42*	?	3%	-6%	1%
Cc1cccc(C)c1N(CC(=O)NCc1ccco1)C(=O)CNS(=O)(=O)c1ccc(F)cc1	0%	-1%	4	-1.0	3%	-4%	2%	-7%
NS(=O)(=O)c1cccc(NC(=O)COC(=O)CCc2ccccc2)c1	-12%	-4%	0	-0.9	0%	-2%[57.1 µM]	-5%	8%
O=C(COC(=O)c1cccnc1Cl)Nc1ccccc1OC(F)F	-1%	-3%	5	0.5	2%	-8%	1%	8%
CC1CC(=O)C2=C(C1)OC(N)=C(C#N)C2c1coc2ccccc2c1=O (centres undefined)	?	0%[57.1 µM]	2	-0.6	-6%	3%	-10%	0%
Cc1cccc2cc(CN(CC3CCCO3)C(=O)c3cnccn3)c(=O)[nH]c12 (centres undefined)	-26%	-4%	1	-1.6	-1%	14%	-11%	-4%
C(=N\Nc1nc2ccccc2[nH]1)/c1cccc2nccnc12	13%	-11%	-21	-2.4	-4%	-7%	-2%	6%

Additional structures:
SMILES	EPAC1 antagonist	EPAC2 antag	PI5P4Ka inh	CCT modulator	Mm-Cpn inhibitor	WRN inhibitor	PLK1 PBD inh	EPAC1 ag
CCSc1ccc(/C(N)=N/OC(=O)c2cccs2)cn1	-2%	2%	11	-1.1	-1%	-9%	1%	12%
Cc1cc(C)c2c(n1)nn1c(NCCCN3CCOCC3)cc(C)nc21	0%	-2%	0	-1.1	.	3%	-10%	1%
COc1ccccc1NC(=O)C(CC=C(Cl)Cl)C(C)=O (centres undefined)	-21%	2%	11	-1.0	1%	-3%	-2%	22%
COc1ccc(C(=O)Nc2ccc(NC(=O)c3cccs3)cn2)cc1	-2%	-13%	-2	0.9	-12%	-14%	0%	4%
COC(=O)[C@H](CCSC)NC(=O)Cn1ccc(N)nc1=O	-23%	10%	4	0.7	0%	-2%	-7%	-20%

Screens (PubChem BioAssay)
